# Cneo AK release: Cryptococcus neoformans lysis via adenylate kinase release; C. neoformans lysis, adenylate kinase release luminescence, 4 h; normalised: neutral wells 0, clomiphene wells 100; lysis activity, % at 15 µM; actives 0.2% (n = 360,000);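 active = mean lysis activity across replicates of at least 80%, whatever share of replicates individually reach that level; inactive = mean lysis activity below 80%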
#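 Assay system: Cryptococcus neoformans yeast cells / Dosing: single-point compound dose / Timing: 4 h at 37 °C static, read 1 h later / Measured by: luminescence of released adenylate kinase using an AK detection reagent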
# LGR2 inh: inhibitors of bursicon-induced Drosophila LGR2 receptor cAMP signaling; HEK293 LGR2, CRE-luciferase, bursicon-stimulated, 4 h; actives 0.35% (n = 380,000); inhibition, % at 9.99 µM;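 active = drop in luminescence signal, shown as inhibition above about 50% in the replicate tests, limit read from the data, passing the limit was not always enough; inconclusive = probably only some replicates passing the limit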;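 also: agonist challenge used bursicon conditioned medium at about half maximal strength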
# ARNT-TACC3 inh: disrupts binding between human ARNT and TACC3. inhibition, % at 9.99 µM. AlphaScreen His-ARNT PAS-B/GST-TACC3 binding, luminescence; TACC3 fragment carries E629A point mutation. actives 0.66% (n = 390,000). AID 623870. Q9Y6A5;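 active = mean inhibition of replicates at least 50% and at least half of replicates each reaching 50%; inconclusive = half or more replicates reach 50% but mean below 50%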;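 also: 0% = complete ARNT plus TACC3 wells and 100% = ARNT alone without TACC3; many hits fall short of the cut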
# C2C12 statin: suppressors of simvastatin-induced myotoxicity in C2C12 myotubes. actives 0.78% (n = 330,000). ATP luminescence, 48 h; scaled: DMSO 0, geranylgeraniol control 100. rescue of ATP level, % at 7.49 µM;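 active = mean ATP rescue above about 67%, or every replicate alone reaching that limit, limit read from the data, passing the limit was not always enough; inconclusive = no clear call, values can overlap the other calls; inactive = mean under the limit and some replicate under it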;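 also: myotubes were challenged with 10 µM simvastatin during compound exposure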
# GSIS activator: primary screen for activators of insulin secretion dependent on glucose, INS-1E cells, GLuc reporter luminescence. activation, % at 16.6 µM. AID 743287. actives 0.61% (n = 370,000). INS-1E GLuc reporter insulin secretion, 2-3 h;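 active = lowest replicate activation of at least 40%, so every replicate reaches that level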;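 also: 0% = median of neutral control wells and 100% = median of IBMX positive control wells; some compounds called inactive have numbers as strong as hits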
# PglD inh: PglD (C. jejuni) enzyme inhibition; purified PglD enzyme, DTNB colorimetric CoA detection; inhibition, % at 12.5 µM; actives 0.098% (n = 360,000); in the data active = inhibition above about 16%, passing the limit was not always enough; inconclusive = no clear call, values can overlap the other calls; also: strong numbers were not always called active
# PAX8 reporter: inhibitors of PAX8 transcriptional activity in RMG-I cells | RMG-I TPO-luciferase reporter, SteadyGlo, 24 h | inhibition, % at 12.6 µM | actives 1.2% (n = 360,000) | AID 652154;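 active = mean replicate inhibition at least 60% with every replicate also reaching 60%; inconclusive = only one of the two criteria is met; inactive = mean below 60% and not all replicates reaching 60%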;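 also: luciferase light reporting Pax8 driven TPO promoter activity; plate controls were median of neutral control wells for no effect and mitoxantrone controls for full effect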
# PGC1a acetyl inh: lowers PGC1a acetylation signal in U2OS cells; inhibition, % at 15.6 µM; actives 0.17% (n = 350,000); AlphaScreen anti-acetyl-lysine; with virally co-expressed GCN5 acetyltransferase;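 active = every replicate shows inhibition of at least 40%; inconclusive = mean inhibition at least 40% but some replicate below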;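 also: 0% = neutral control wells and 100% = positive control wells; some results beyond the cut were filed as inactive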
# Numbers without * were called inactive; ? = inconclusive; . = no result given; & = joins results of further samples. The order is random; overall some 2.9% were active at least once.
SMILES,Cneo AK release,LGR2 inh,ARNT-TACC3 inh,C2C12 statin,GSIS activator,PglD inh,PAX8 reporter,PGC1a acetyl inh
FC(F)(F)c1ccnc(NCc2ccc(Cl)cc2)n1,.,10,4,22,-12,.,-14,.
Cc1onc(-c2ccccc2Cl)c1C(=O)NCc1ccc(S(N)(=O)=O)cc1,0,.,-7,2,.,-1,8,4
COc1ccc2oc(C(=O)OCC(=O)NC(=O)c3ccccc3)c(C)c2c1,0,-6,-3,3,9,5,-9,.
COC(=O)c1cc(CNC(=O)Cc2ccsc2)ccc1OC,-1,-5,-5,5,8,3,10,.
CO[C@@H]1CN(C)C(=O)c2ccc(NC(=O)NC(C)C)cc2OC[C@H](C)N(C)C[C@@H]1C,-4,4,0,13,16,-3,.,8
CCc1ccccc1NC(=O)c1ccc2c(c1)CCN2S(C)(=O)=O,0,16,-7,11,-13,1,2,4
CCCCCCn1c(SCCCC)nc2c1c(=O)[nH]c(=O)n2C,8,.,.,17,.,7,.,-8
C#CC(CC)(CC)NC(=S)Nc1ccc(S(N)(=O)=O)cc1,.,-35,2,.,2,.,1,.
C[C@@H]1CCCCO[C@@H](CN(C)C(=O)Nc2cccc3ccccc23)[C@@H](C)CN([C@@H](C)CO)C(=O)c2cc(NC(=O)Nc3cccc4ccccc34)ccc2O1,-2,-2,-4,.,37,5,15,2
C[C@H]1CN([C@@H](C)CO)S(=O)(=O)c2ccc(C#CC3(O)CCCC3)cc2O[C@H]1CN(C)C(=O)Nc1ccc(F)cc1,-5,-6,0,.,-8,2,.,-2
CN(C)C(=O)c1cccc(-c2ccc(C3[C@H]4CNC[C@@H]3N4Cc3cc(-c4ccccc4)on3)cc2)c1 (stereo partly specified),.,8&-11,.,.,-24&9,.,7&-2,2&-4
C=CC[C@H](CC(=O)N(CCO)Cc1ccccc1)C(=O)N[C@@H](COC(=O)[C@@H](CC=C)Cc1ccc(F)cc1)Cc1c[nH]c2ccccc12,-2,10,0,0,-13,0,69*,.
O=C(OCC(=O)N1CCOCC1)c1cc(-c2ccccc2)nc2ccccc12,-1,-20,5,-4,4,2,-8,.
Cc1c(Cl)cccc1NC(=O)c1cccc(OC(F)F)c1,2,-32,-16,5,-10,-7,.,16
O=C(CSc1ncccn1)N1CCCC1,3,-5,.,9,1,-2,-9,2
Cn1nnnc1SCC(=O)Nc1ccccc1Br,-1,0,2,-8,-1,10,-1,.
COCC(=O)Nc1ccc2c(c1)[C@@H]1C[C@H](CC(=O)NCCN3CCCCC3)O[C@@H](CO)[C@@H]1O2,4,0,.,-3,6,1,4,2
CC(C)c1cn(CC[C@@H]2CC[C@@H](NC(=O)c3cccc(F)c3)[C@H](CO)O2)nn1,-1,11,9,7,0,0,-5,-7
N#Cc1ccc(Oc2ccc(S(=O)(=O)N3CCCC3)cn2)cc1,.,1,2,.,5,.,8,-3
COc1cc(C)nc(N(C)C(C)=O)n1,3,-10,-9,3,11,-1,8,7
O=C(O)c1cc(-c2ccc3c(c2)OCO3)nc2ccc(Cl)cc12,-3,19,-40,.,1,-1,17,-6
CN(C[C@@H]1[C@@H](c2ccccc2)[C@H](CO)N1C(=O)c1ccccc1)C(=O)C1CCC1,-4,-16,-6,13,1,-2,-10,-4
N=C1c2c(cc(=O)n3c2[nH]c2ccccc23)CN1CCN1CCOCC1,-1,-5,18,5,-3,5,-6,3
O=C(COC(=O)c1cc(S(=O)(=O)N2CCCC2)ccc1O)Nc1ccc(S(=O)(=O)N2CCOCC2)cc1,.,-23,16,.,-17,.,-2,15
CC(=O)COc1ncnc2c(Cl)cc(Cl)cc12,.,6,-1,.,4,.,19,.
CCOC(=O)C(Cc1ccnnc1)=NO,-1,32,.,5,.,5,-9,3
C[C@@H]1CN([C@H](C)CO)C(=O)Cc2cc(NC(=O)c3ccncc3)ccc2O[C@H]1CN(C)S(=O)(=O)c1ccc(F)cc1,-1,5,-18,-2,-3,-2,-10,4
c1ccc(-c2cc3ccccc3nc2N2CCCC2)cc1,6,-21,-12,.,1,-1,.,-3
CCNC(=O)C[C@@H]1C=C[C@H](NS(=O)(=O)c2ccc(F)cc2)[C@H](CO)O1,-1,4,-7,-1,11,0,1,12
COc1ccc(NC(=O)C2(c3ccc(NC(=O)c4ccc(OC(C)=O)cc4)cc3)CCCC2)cc1,3,4,-4,7,7,2,.,-1
O=C(Nc1cccc(-c2nc3ccccc3s2)c1)c1cc(-n2cnnc2)ccc1Cl,0,.,-8,-1,.,2,.,2
Cc1noc(C)c1NC(=O)Nc1ccc2c(c1)C(=O)N([C@H](C)CO)C[C@H](C)[C@H](CN(C)Cc1ccncc1)OCCCC[C@@H](C)O2,1,13&-2,-3,.,-7&11,3,5&-15,-4
C[C@H]1CN(CCc2ccccc2)C(=O)[C@@H]1CC(=O)Nc1ccc(Br)cc1,-2,-19,.,8,-12,-1,1,2
C(#CCN1CCOCC1)COC(c1ccccc1)c1ccccc1,0,.,-9,-5,.,-9,.,-7
COc1cccc(/C=C/C(=O)OCC(=O)Nc2cc(C(F)(F)F)ccc2Cl)c1,8,7,15,-8,-5,-3,-15,1
CCOc1ccc(CN2C(=O)c3ccccc3C2C(=O)NCc2cccnc2)cc1 (stereo unspecified),7,.,-7,-8,-16,-4,.,-22
Cc1noc(C)c1NC(=O)N[C@@H]1C=C[C@H](CC(=O)Nc2ccccc2)O[C@H]1CO,-3,6,8,-1,-1,-3,.,-2
Fc1cccc(Nc2cc(-n3cccn3)ncn2)c1,-1,.,1,-10,.,-6,.,7
Cc1ccc(S(=O)(=O)Nc2cccc3c2O[C@@H](CN(C)C(=O)Nc2ccc(C(F)(F)F)cc2)[C@H](C)CN([C@H](C)CO)C3=O)cc1,2,-12,-11,-12,-26,-1,10,-7
C/C(=N\NC(=O)c1ccco1)c1cc(Cl)sc1Cl,0,-19,3,16,17,-1,-31,.
CCN1CCN(C(=O)CN2C(=O)c3cccc4cccc2c34)CC1,1,-10,-3,2,11,-8,.,15
Cc1ccc(-n2c(-c3ccco3)nc3c(cnn3-c3ccc(C)cc3)c2=O)cc1,0,30,-6,.,9,3,4,-4
O=C(CN1CCc2ccccc2C1)NCc1ccco1,1,.,-4,3,.,-1,.,0
C[C@@H]1CN([C@H](C)CO)C(=O)c2cc(-c3ccncc3)cnc2O[C@H]1CN(C)S(=O)(=O)c1ccccc1,3,6,-1,-27,-7,1,21,-10
O=C(C1CCCC1)N1CC(=O)N2[C@H](C1)[C@@H](c1ccc(C#CC3CCCC3)cc1)[C@@H]2CO,.,-7,.,.,11,.,4,1
CCOC(=O)c1ccc(NS(=O)(=O)c2ccc3oc(=O)[nH]c3c2)cc1,5,22,3,40,11,7,5,-2
COc1ccc(NC(=O)N2C[C@@H](O)COC[C@H]3O[C@H](CC(=O)NCc4ccccc4OC)CC[C@@H]32)cc1,1,-2,-2,17,0,2,-7,9
CC(C)C#Cc1ccc([C@H]2[C@@H](CO)N3C(=O)CN(C(=O)NC4CCCC4)C[C@H]23)cc1,.,-1,.,.,7,.,-16,-4
Cc1nc2ccc(Nc3nc4cc(S(=O)(=O)N5CCOCC5)ccc4o3)cc2s1,1,.,18,-12,.,-7,-18,.
CC(OC(=O)CNS(=O)(=O)c1ccc(C#N)cc1)C(=O)Nc1ccc(Cl)cn1 (stereo unspecified),.,-3,-1,.,-8,.,-3,.
COc1ccccc1CC1CC(=O)N(c2cccc(Cl)c2C)C1=O (stereo unspecified),1,-16,25,1,7,0,4,.
CO[C@H]1CN(C)C(=O)c2cc(C#N)ccc2OCC[C@H]2CC[C@@H](OC)[C@@H](CN(C)C(=O)[C@@H]1C)O2,3,-13,0,-23,-10,-1,5,.
Cc1ccc(NC2=Nc3ccccc3CC2)cc1,-5,.,3,13,.,-2,.,-11
COc1cccc(-c2ccc3c(c2)O[C@@H](CN(C)Cc2cncnc2)[C@@H](C)CN([C@@H](C)CO)S3(=O)=O)c1,-2,1,.,8,-10,2,.,-6
Cc1c(C(=O)N2CCCCC2)oc2ccc(Br)cc12,.,-91,-5,.,4,.,-262,10
COc1ccccc1NS(=O)(=O)c1cc(-c2cnc(C3CC3)o2)ccc1C,-2,3,1,-96,4,0,45,.
C[C@@H]1CN([C@@H](C)CO)C(=O)c2cccc(NC(=O)c3ccc(-c4nccs4)cc3)c2O[C@H]1CN(C)Cc1ccc(Oc2ccccc2)cc1,-3,16,-15,-46,-38,1,.,15
O=C(COc1ccc(F)cc1Cl)Nc1cc(S(=O)(=O)N2CCOCC2)ccc1N1CCCCC1,1,-4,8,1,1,-5,16,.
C[C@H](CO)N1C[C@H](C)[C@@H](CN(C)Cc2cncnc2)Oc2cc(C#CC3CC3)ccc2S1(=O)=O,.,-2,.,-58,-6,.,.,?
CCN(C(=O)c1c(C)noc1C)c1c(N)n(Cc2ccccc2)c(=O)[nH]c1=O,1,1,7,1,-3,-4,-8,-1

# Full records, looked up by structure. Order of values: Cneo AK release, LGR2 inh, ARNT-TACC3 inh, C2C12 statin, GSIS activator, PglD inh, PAX8 reporter, PGC1a acetyl inh
# C[C@@H]1CN([C@@H](C)CO)C(=O)c2cccc(NC(=O)c3ccc(-c4nccs4)cc3)c2O[C@H]1CN(C)Cc1ccc(Oc2ccccc2)cc1 is entered as -3, 16, -15, -46, -38, 1, ., 15
# Cc1c(C(=O)N2CCCCC2)oc2ccc(Br)cc12 is entered as ., -91, -5, ., 4, ., -262, 10

# Following part.
SMILES,Cneo AK release,LGR2 inh,ARNT-TACC3 inh,C2C12 statin,GSIS activator,PglD inh,PAX8 reporter,PGC1a acetyl inh
O=c1[nH]c2ccccc2c2nc(-c3cccc(S(=O)(=O)N4CCCC4)c3)nn12,0,5,1,.,7,0,6,-5
CCCCC(=O)Nc1ccc(S(=O)(=O)Nc2nccc(C)n2)cc1,.,-6,-4,.,29,.,3,.
N#CC12CCCCC1CC1CCCCC1(C#N)N2Cc1ccccn1 (stereo unspecified),0,.,1,.,.,-6,.,-7
O=C(O)C1Cc2ccccc2CN1C(=O)COc1ccc(Cl)cc1 (stereo unspecified),1,-13,-3,-9,11,-3,-4,-4
COc1ccc(CCNC(=O)CC2SC(=NCCc3ccccc3)NC2=O)cc1OC (stereo unspecified),.,6,1,.,6,.,10,.
CC(=O)N=c1scc(-c2ccccc2)n1-c1cccc(O)c1,0,-6,0,9,-1,-4,8,-1
O=C(C[C@@H]1CC[C@@H]2[C@H](COC[C@@H](O)CN2CCC(F)(F)F)O1)NCc1ccc2c(c1)OCO2,-2,-2,-2,-4,-1,0,-15,-8
CCOC(=O)Cc1cc(=O)[nH]n(-c2ccccc2)c1=O,0,-13,-6,1,.,-4,-4,-14
CN1CCN(c2nc3c(c(=O)n(C)c(=O)n3C)n2CC(N)=O)CC1,2,.,-8,2,.,0,.,.
O=C(Nc1cccc(C(=O)N2CCCCCC2)c1)c1ccco1,0,.,4,.,.,-2,.,-4
C=CCNC(=O)C(=O)NCC1CCCN1CC (stereo unspecified),.,7,1,1,12,.,10,.
N/C(=N\OC(=O)Cc1cccs1)c1ccc(Cl)cc1,1,-51,-12,3,-15,-8,-100,0
CCN1CC(CNCc2cn(-c3ccc(OC)cc3)nc2-c2ccccc2Cl)CC1=O (stereo unspecified),.,3,4,.,-7,.,11,-2
Cc1ccc(CN(Cc2ccccn2)C(=O)Nc2c(F)cccc2F)cc1,-1,-3,-1,26,2,-2,-9,0
Cc1cc(NCCCn2ccnc2)n2ncc(-c3ccccc3)c2n1,-23,.,12,-25,.,-2,.,2

# Assay outcomes from PubChem.
